Rpn11 block – Rpn11 (human) deubiquitinase inhibition | AID 588493 | calls only at 20 µM | 360,000 compounds, 0.59% hits | O00487 | human 26S proteasome, Ub4-pepOG fluorescence polarization; 20S core pre-blocked with epoxomicin;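 active = inhibition at 20 µM, scaled to each plate's controls, above about 33%, limit read from the data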
MLLE-PAM2 inh – inhibitors of microRNA-mediated deadenylation, human PABP1 MLLE binding; GST-MLLE / FITC-PAM2 fluorescence polarization; inhibition, % at 20 µM; 360,000 compounds, 0.36% hits; AID 588489; in the data active = inhibition above about 35%, passing the limit was not always enough;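 note: plate controls were DMSO wells with GST-MLLE for no effect and wells lacking GST-MLLE protein for full effect; some results filed as inactive read as strong as hits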
DNMT1 inh – blocks human DNA methyltransferase DNMT1. P26358. DNMT1 molecular beacon, Hinp1I cleavage, fluorescence. inhibition (reported as % activation of signal), % at 10 µM. 360,000 compounds, 0.83% hits. AID 588458; in the data active = inhibition above about 50%
LMPTP block – blocks human LMPTP phosphatase; P24666; 360,000 compounds, 0.22% hits; inhibition, % at 20 µM; AID 651560; recombinant LMPTP-A, OMFP fluorogenic substrate, fluorescence intensity;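 active = compounds that cut the enzyme signal by at least half of the control window in the single-dose screen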;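 note: plate controls were DMSO wells with enzyme plus substrate for no effect and substrate without enzyme for full effect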
Target sequence (P24666 whole entry, looked up): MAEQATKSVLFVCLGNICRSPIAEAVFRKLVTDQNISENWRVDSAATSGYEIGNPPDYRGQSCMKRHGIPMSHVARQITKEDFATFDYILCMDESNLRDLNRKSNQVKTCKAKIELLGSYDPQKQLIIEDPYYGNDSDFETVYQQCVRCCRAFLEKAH
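Test system: LMPTP-A phosphatase enzyme; input: 0.625 nM LMPTP-A final; reagent: OMFP substrate, 400 µM final; compound dosing: 20 µM single dose, 3% DMSO; incubation: 50 min dark incubation at room temperature; measured by: endpoint fluorescence intensity from OMFP dephosphorylation; measure: % inhibition relative to no-enzyme and uninhibited control wells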
NadD inh – blocks S. aureus nicotinate mononucleotide adenylyltransferase; purified NadD enzyme, colorimetric absorbance read-out; 360,000 compounds, 0.78% hits; AID 602399; inhibition, % at 20 µM; in the data active = inhibition above about 26%; note: some compounds past the cut are filed as inactive
Tb MetRS inh – blocks T. brucei methionyl-tRNA synthetase activity | purified T. brucei MetRS, ATP depletion, Kinase-Glo luminescence | inhibition, % at 11.9 µM | 360,000 compounds, 0.4% hits | AID 624268;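 active = inhibition above a per-plate cutoff of the control wells' mean inhibition plus 3 SD, cut at about 5.5% in these data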;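 note: 0% = DMSO wells median and 100% = median of wells with control inhibitor compound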
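assay system = parasite MetRS enzyme | timing = 15 min preincubation, 2 h reaction, all 25 °C | evaluation = percent inhibition relative to median high and low control wells | medium = HEPES buffer containing pyrophosphatase, BSA, spermine, DTT | compound = single dose, 11.9 µM final nominal, 0.9% final DMSO | detection = Kinase-Glo luminescence, ATP depletion format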
CSN deneddyl inh – CSN deneddylation inhibition; Q92905; Purified CSN, SCF-Nedd8-OG deneddylation, fluorescence polarization; inhibition, % at 12.5 µM; 360,000 compounds, 0.38% hits; AID 651999;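 active = pattern-corrected inhibition above about 35%, with an unprinted fluorescence ratio check between 0.5 and 1.5, limit read from the data, passing the limit was not always enough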;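 note: 0% = enzyme with substrate and 100% = substrate without enzyme; some results filed as inactive read as strong as hits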
Target sequence (Q92905 whole entry, looked up, one chain of several): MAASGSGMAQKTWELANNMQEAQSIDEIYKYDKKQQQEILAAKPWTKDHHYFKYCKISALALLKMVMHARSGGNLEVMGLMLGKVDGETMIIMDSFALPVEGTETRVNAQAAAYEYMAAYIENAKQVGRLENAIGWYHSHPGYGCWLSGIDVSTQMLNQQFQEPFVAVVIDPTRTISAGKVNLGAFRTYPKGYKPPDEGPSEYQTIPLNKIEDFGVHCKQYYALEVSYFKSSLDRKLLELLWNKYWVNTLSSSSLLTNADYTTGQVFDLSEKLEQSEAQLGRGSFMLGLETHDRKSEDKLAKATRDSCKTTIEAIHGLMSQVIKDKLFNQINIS
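Test system: purified human Csn5 enzyme expressed in HEK293T cells. Amount: 0.24 nM enzyme. Reagent: SCFSkp2-Nedd8OG substrate at 10 nM final. Schedule: 90 min incubation of compound, enzyme and substrate at room temperature. Detection: fluorescence polarization. Read-out: % inhibition of substrate cleavage by Csn5.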
SUMO1 PPI mod – alters human SUMO1 binding to SIM partners | P63165 | 360,000 compounds, 0.33% hits | SUMO1 binding to a labelled peptide, TR-FRET, 1 h | inhibition, % at 20 µM; in the data active = inhibition above about 37%
STEP inh – STEP (human) phosphatase inhibition; P54829; recombinant STEP, OMFP fluorogenic substrate, fluorescence; inhibition, % at 20 µM; 360,000 compounds, 0.25% hits; AID 588621;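 active = inhibition at 20 µM, scaled per plate between control wells, above about 37%, limit read from the data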;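 note: 0% = DMSO with enzyme and substrate and 100% = substrate only without enzyme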
Target sequence (P54829 whole entry, looked up): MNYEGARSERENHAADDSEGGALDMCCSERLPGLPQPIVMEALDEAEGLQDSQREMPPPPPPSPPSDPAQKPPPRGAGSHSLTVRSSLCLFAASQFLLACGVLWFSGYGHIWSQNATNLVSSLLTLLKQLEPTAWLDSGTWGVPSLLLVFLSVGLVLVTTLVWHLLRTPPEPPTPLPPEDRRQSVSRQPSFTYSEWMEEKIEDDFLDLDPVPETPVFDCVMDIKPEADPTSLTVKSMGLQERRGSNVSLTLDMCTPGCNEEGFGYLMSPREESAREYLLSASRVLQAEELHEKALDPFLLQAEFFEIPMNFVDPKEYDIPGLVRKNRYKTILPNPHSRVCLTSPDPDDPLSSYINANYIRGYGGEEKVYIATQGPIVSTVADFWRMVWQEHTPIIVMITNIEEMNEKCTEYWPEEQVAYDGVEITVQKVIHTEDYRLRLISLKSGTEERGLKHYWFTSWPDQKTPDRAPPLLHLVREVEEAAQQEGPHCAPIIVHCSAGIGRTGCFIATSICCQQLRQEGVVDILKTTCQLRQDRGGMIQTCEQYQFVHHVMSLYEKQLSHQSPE
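Test system: STEP tyrosine phosphatase / Reagent: OMFP at 25 µM / Doses: 20 µM, 1% DMSO / Read-out: percent inhibition scaled to no-enzyme and uninhibited-enzyme controls, plate-pattern corrected / Detection: FITC-channel fluorescence of OMFP product / Medium: Bis-Tris buffer pH 6.0, 2.5 mM DTT, 0.005% Tween 20 / Schedule: 20 min at room temperature, dark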
Scp-1 inhibitor – inhibitors of human Scp-1 phosphatase | Q9GZU7 | Recombinant Scp1, phosphopeptide, malachite green phosphate absorbance | inhibition, % at 20 µM | 340,000 compounds, 0.88% hits;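 active = inhibition above about 50% at 20 µM, limit read from the data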;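 note: plate controls were DMSO wells with enzyme for no effect and wells lacking enzyme for full effect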
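Times: enzyme reaction 45 min at room temperature, colour 5 min, stabilisation 30 min. Material: SCP-1 catalytic fragment, aa 76-261. Medium: Acidic Tris acetate buffer with magnesium and detergent. Signal: colorimetric free-phosphate detection, absorbance 630 nm. Read-out basis: % inhibition of SCP-1 phosphate liberation. Reagent: Phosphorylated 17-residue peptide substrate.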
* marks the source's active call; other numbers are inactive results. Compounds as they come. Share with any hit: about 3.6%.

For C=CCN(c1ccccc1)S(=O)(=O)c1cc2c(cc1C)N(C)CCO2 the results were Rpn11 block inactive, MLLE-PAM2 inh -7, DNMT1 inh 1, LMPTP block -0.8, NadD inh -9, Tb MetRS inh -0.3, CSN deneddyl inh -4, SUMO1 PPI mod -2, STEP inh 2 and Scp-1 inhibitor -7.
Screening COc1ccc(-n2nnc3c(=O)n(CC(=O)Nc4cc(C)on4)cnc32)cc1 returned Rpn11 block inactive, MLLE-PAM2 inh 6, DNMT1 inh 2, LMPTP block 2.9, NadD inh -1, Tb MetRS inh -0.9, CSN deneddyl inh 5, SUMO1 PPI mod 34, STEP inh -2 and Scp-1 inhibitor -5.
`Cc1cccn2c(=O)c3cc(S(=O)(=O)c4ccc(F)cc4)c(=N)n(Cc4ccco4)c3nc12` gave Rpn11 block inactive, MLLE-PAM2 inh -9, DNMT1 inh 10, LMPTP block 4.6, NadD inh 35*, Tb MetRS inh -0.6, CSN deneddyl inh 10, SUMO1 PPI mod -4, STEP inh 9 and Scp-1 inhibitor 4.
Screening COc1ccc(N2CCN(c3cc(C)c4cccc(C)c4n3)CC2)cc1 returned Rpn11 block inactive, MLLE-PAM2 inh 9, DNMT1 inh -4, LMPTP block 3.3, NadD inh 8, Tb MetRS inh -1.1, CSN deneddyl inh -1, SUMO1 PPI mod 0, STEP inh 3 and Scp-1 inhibitor -12.
`O=C(N/N=C\c1ccc(CNS(=O)(=O)c2ccccc2)o1)C(=O)Nc1ccc(F)cc1` gave Rpn11 block inactive, MLLE-PAM2 inh -4, DNMT1 inh -1, LMPTP block 1.4, NadD inh 1, Tb MetRS inh 0.0, CSN deneddyl inh 2, SUMO1 PPI mod -1, STEP inh -2 and Scp-1 inhibitor -4.
For Cc1c(-c2ccccc2)sc2nc[nH]c(=S)c12 the results were Rpn11 block inactive, MLLE-PAM2 inh 31, DNMT1 inh 13, LMPTP block -2.2, NadD inh 18, Tb MetRS inh 0.0, CSN deneddyl inh 1, SUMO1 PPI mod -4, STEP inh 3 and Scp-1 inhibitor -14.
Screening O=[N+]([O-])c1ccc(Cl)cc1N1CCOCC1 returned Rpn11 block inactive, MLLE-PAM2 inh 1, DNMT1 inh -2, LMPTP block 0.7, NadD inh 0, Tb MetRS inh -1.0, CSN deneddyl inh 1, SUMO1 PPI mod -14, STEP inh 2 and Scp-1 inhibitor 0.
COc1ccc(OC)c(NC(=O)CSc2ccc3nnc(-c4ccccn4)n3n2)c1 was read as Rpn11 block inactive, MLLE-PAM2 inh 11, DNMT1 inh 3, LMPTP block 0.1, NadD inh 0, Tb MetRS inh -0.1, CSN deneddyl inh 5, SUMO1 PPI mod 3, STEP inh 2 and Scp-1 inhibitor -8.
`COc1ccc(CCN2CC(C(=O)Nc3nnc(Cc4ccccc4)s3)CC2=O)cc1OC` (stereo not drawn) gave Rpn11 block inactive, MLLE-PAM2 inh -5, DNMT1 inh 3, LMPTP block -1.3, NadD inh 5, Tb MetRS inh -0.4, CSN deneddyl inh -1, SUMO1 PPI mod -3, STEP inh -2 and Scp-1 inhibitor -5.
`COc1ccc(/C=C(\NC(=O)c2ccccc2)C(=O)N2CCC(C)CC2)cc1` gave Rpn11 block inactive, MLLE-PAM2 inh 8, DNMT1 inh -1, LMPTP block -0.2, NadD inh 3, Tb MetRS inh -0.2, CSN deneddyl inh 3, SUMO1 PPI mod -6, STEP inh -2 and Scp-1 inhibitor -3.
For O=[N+]([O-])c1cccc(NC(=S)N2CCCC2)c1 the results were Rpn11 block inactive, MLLE-PAM2 inh -73, DNMT1 inh 0, LMPTP block -0.4, NadD inh 1, Tb MetRS inh -0.2, CSN deneddyl inh -8, SUMO1 PPI mod -21, STEP inh -1 and Scp-1 inhibitor -5.
Cc1ccc(C)c(NC(=O)C2CC(O)CN2C(=O)OC(C)(C)C)c1 (stereo not drawn) was read as Rpn11 block inactive, MLLE-PAM2 inh -1, DNMT1 inh 2, LMPTP block -2.4, NadD inh 3, Tb MetRS inh 0.0, CSN deneddyl inh 1, SUMO1 PPI mod -4, STEP inh -3 and Scp-1 inhibitor -4.
CSCc1ccc(C(=O)NCc2ccccc2)cc1 was read as Rpn11 block inactive, MLLE-PAM2 inh 1, DNMT1 inh -3, LMPTP block -0.8, NadD inh 1, Tb MetRS inh -0.1, CSN deneddyl inh 1, SUMO1 PPI mod 2, STEP inh -1 and Scp-1 inhibitor -11.
Screening Cc1ccc(NC(=O)CSc2nnc(Cn3c(=O)sc4ccccc43)n2C)cc1 returned Rpn11 block inactive, MLLE-PAM2 inh -15, DNMT1 inh -1, LMPTP block -1.4, NadD inh -1, Tb MetRS inh 1.4, CSN deneddyl inh 4, SUMO1 PPI mod -2, STEP inh 1 and Scp-1 inhibitor 11.
For COc1ccc(OC)c(CN2CCN(Cc3ccc(OC)c(OC)c3OC)CC2)c1 the results were Rpn11 block inactive, MLLE-PAM2 inh 6, DNMT1 inh -1, LMPTP block -4.1, NadD inh -11, Tb MetRS inh 0.1, CSN deneddyl inh -2, SUMO1 PPI mod 5 and STEP inh 2.
O=C(CCN1C(=O)/C(=C/c2ccccc2F)SC1=S)NCCCN1CCOCC1 was read as Rpn11 block inactive, MLLE-PAM2 inh 19, DNMT1 inh -2, LMPTP block -0.3, NadD inh -4, Tb MetRS inh -0.8, CSN deneddyl inh 2, SUMO1 PPI mod -32, STEP inh 0 and Scp-1 inhibitor -5.
For CC(C)(C)n1nnnc1C(c1cccc(C#N)c1)N1CCCc2ccccc21 (stereo not drawn) the results were Rpn11 block inactive, MLLE-PAM2 inh -3, DNMT1 inh 1, LMPTP block 0.1, NadD inh -1, Tb MetRS inh -0.8, CSN deneddyl inh -1, SUMO1 PPI mod -3, STEP inh 0 and Scp-1 inhibitor -8.
`COc1ccccc1C1=NOC(Cn2c(NCCCO)nc3c2c(=O)n(C)c(=O)n3C)C1` (stereo not drawn) gave Rpn11 block inactive, MLLE-PAM2 inh -7, DNMT1 inh -8, LMPTP block -0.1, NadD inh 0, Tb MetRS inh -0.6, CSN deneddyl inh 4, SUMO1 PPI mod -1, STEP inh -1 and Scp-1 inhibitor 4.
Screening COc1ccc(NC(=O)COC(=O)CCNC(=O)c2ccco2)cc1Cl returned Rpn11 block inactive, MLLE-PAM2 inh 5, DNMT1 inh 0, LMPTP block -0.9, NadD inh 0, Tb MetRS inh -0.4, CSN deneddyl inh -3, SUMO1 PPI mod 1, STEP inh 1 and Scp-1 inhibitor -6.
For O=C(C1CCN(S(=O)(=O)N2CCC3(CC2)OCCO3)CC1)N1CCOCC1 the results were Rpn11 block inactive, MLLE-PAM2 inh 3, DNMT1 inh 2, LMPTP block -0.5, NadD inh 6, Tb MetRS inh 0.0, CSN deneddyl inh 5, SUMO1 PPI mod -1, STEP inh 0 and Scp-1 inhibitor 3.
`CC(=O)Nc1ccc(SCC(=O)Nc2ccccc2Oc2ccccc2)cc1` gave Rpn11 block inactive, MLLE-PAM2 inh 38*, DNMT1 inh -3, LMPTP block 0.4, NadD inh -3, Tb MetRS inh -0.4, CSN deneddyl inh -3, SUMO1 PPI mod -1, STEP inh -3 and Scp-1 inhibitor -5.
For CN(C)/C=N/c1nc(-c2ccc3ccccc3c2)cs1 the results were Rpn11 block inactive, MLLE-PAM2 inh -6, DNMT1 inh -2, LMPTP block 1.3, NadD inh 1, Tb MetRS inh 0.3, CSN deneddyl inh 15, SUMO1 PPI mod -23, STEP inh 1 and Scp-1 inhibitor 1.
Cc1ccc(C(=O)COc2ccccc2-c2ccccc2)cc1 was read as Rpn11 block inactive, MLLE-PAM2 inh 5, DNMT1 inh 1, LMPTP block 4.6, NadD inh 8, Tb MetRS inh 0.5, CSN deneddyl inh 6, SUMO1 PPI mod -2, STEP inh 0 and Scp-1 inhibitor -16.
Screening CCCCCCCCN1C(=O)[C@H](CC(=O)NCc2ccc(OC)c(OC)c2)C[C@@]2(C(=O)OCC)CCC=C12 returned LMPTP block 2.7, Tb MetRS inh -0.8, CSN deneddyl inh -4 and SUMO1 PPI mod -1.
Screening CN1CCN(Cc2cc(COCc3ccccc3)c3cccnc3c2O)CC1 returned Rpn11 block inactive, MLLE-PAM2 inh 9, DNMT1 inh 3, LMPTP block -5.7, NadD inh -7, Tb MetRS inh -0.1, CSN deneddyl inh 1, SUMO1 PPI mod -11, STEP inh 2 and Scp-1 inhibitor -12.
Cc1cccc(CSC2=NCCN2C(=O)c2ccc(S(=O)(=O)N(C)C)cc2)c1 was read as Rpn11 block inactive, MLLE-PAM2 inh 17, DNMT1 inh 2, LMPTP block 0.5, NadD inh 3, Tb MetRS inh -0.4, CSN deneddyl inh -2, SUMO1 PPI mod 1, STEP inh 0 and Scp-1 inhibitor -1.
`Cc1cc(C(=O)NN=Cc2c(C)[nH]c3ccccc23)c(C)o1` gave Rpn11 block inactive, MLLE-PAM2 inh -8, DNMT1 inh -24, LMPTP block 1.1, NadD inh 7, Tb MetRS inh 0.3, CSN deneddyl inh 0, SUMO1 PPI mod 3, STEP inh -2 and Scp-1 inhibitor -2.
`COc1cccc(S(=O)(=O)NCc2ccc(C(=O)NCc3ccccn3)cc2)c1` gave Rpn11 block inactive, MLLE-PAM2 inh 6, DNMT1 inh 1, LMPTP block -2.0, NadD inh -4, Tb MetRS inh -0.6, CSN deneddyl inh -2, SUMO1 PPI mod 2, STEP inh -1 and Scp-1 inhibitor -2.
Screening CC(C)c1ccc(OCC(=O)NNC(=S)NC(=O)c2ccco2)c(Br)c1 returned Rpn11 block inactive, MLLE-PAM2 inh 25, DNMT1 inh 5, LMPTP block 0.1, NadD inh 10, Tb MetRS inh -0.3, CSN deneddyl inh 4, SUMO1 PPI mod 2, STEP inh -1 and Scp-1 inhibitor -10.
Cc1cccc(NC(=O)c2ccc([N+](=O)[O-])s2)n1 was read as Rpn11 block inactive, MLLE-PAM2 inh 3, DNMT1 inh -4, LMPTP block -1.6, NadD inh -2, Tb MetRS inh 0.1, CSN deneddyl inh 1, SUMO1 PPI mod -44, STEP inh -2 and Scp-1 inhibitor 7.
